Yfh1-depleted yeast: enhancers of respiration in Yfh1-depleted yeast, dose response, Friedreich's ataxia, plus single-dose screen (AID 1465) | fold induction at 50 µM; hits with a dose series show EC50 in µM | actives 0.074% (n = 220,000) | S. cerevisiae Yfh1-off respiration, WST-1 reduction, 72 h; higher fold induction means a stronger effect;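 active = fold induction of absorbance versus untreated yeast above a set limit, then at least 30% activation at any dose in follow-up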;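 note: activators that raise dye reduction in frataxin-depleted yeast; strong numbers were not always called active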
Large T inhibition: TAg ATPase/helicase activity blockers – biochemical (AID 1903); SV40 large T antigen ATPase/helicase inhibition assay; higher % means a stronger effect; inhibition, % at 20 µM, or IC50 in µM where a hit was titrated; actives 0.39% (n = 310,000); in the data active = a potency from the dose series; note: strong numbers were not always called active
RSV antiviral HEp-2: RSV antiviral activity via CPE protection, HEp-2 cells, primary 10 µM value included (AID 2391). actives 0.13% (n = 310,000). CPE inhibition, % at 10 µM, or IC50 in µM where a hit was titrated. HEp-2 cells, RSV-induced CPE inhibition; higher % means a stronger effect; in the data active = a potency from the dose series; note: strong numbers were not always called active
XIAP displacement: small molecules displacing peptide from XIAP – biochemical, IAP family, fluorescence polarization (AID 1018); XIAP BIR domain, fluorescence polarization peptide displacement; higher % means a stronger effect; one-dose displacement, % at 20 µM; IC50 in µM for titrated hits; actives 0.007% (n = 200,000); in the data active = displacement above about 50%; note: a part of the inactive calls stands beside numbers as strong as those of hits
CSM14.1 death rescue: protection against thapsigargin-triggered cell killing – 384-well, CSM14.1, ATP luminescence, primary screen (AID 1222); CSM14.1 thapsigargin-induced death rescue, ATP luminescence; higher % means a stronger effect; cellular ATP content (survival), % at 20 µM, or EC50 in µM where a hit was titrated; 190,000 tested, under 10 active;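 active = EC50 below 50 µM in the dose-response confirmation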;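 note: death triggered by thapsigargin at about 15 µM added after 2 h compound pretreatment; cell ATP read after overnight thapsigargin exposure of roughly 18 to 22 hours; normalized against plate controls of thapsigargin alone and 5% DMSO vehicle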
West Nile virus CPE: West Nile virus antiviral activity, cell-based, CPE readout (AID 1621); West Nile virus-infected cells, CPE inhibition; higher % means a stronger effect; one-dose CPE inhibition, % at 10 µM; IC50 in µM for titrated hits; actives 0.02% (n = 290,000); in the data active = a potency from the dose series; note: strong numbers were not always called active
Dengue-2 NS5 capping: flavivirus cap methylation enzyme inhibition – biochemical, confirmation dose response, primary screen (AID 588689); Dengue-2 NS5 methyltransferase capping enzyme assay, biochemical; higher % means a stronger effect; inhibition, % at 25 µM, or IC50 in µM where a hit was titrated; actives 0.3% (n = 340,000); in the data active = a potency from the dose series
K1F lysis inhibition: inhibition of K1F phage lysis, E. coli UTI89, bacterial capsule biogenesis inhibitors, alamar blue (AID 488966). E. coli UTI89 K1F phage lysis, alamar blue, 2 h; higher % means a stronger effect. inhibition, % at 100 µM; hits with a dose series show IC50 in µM. actives 0.02% (n = 340,000);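 active = phage lysis inhibition, versus mean bacterial control, above a set limit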;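 note: capsule biogenesis inhibitors block K1F phage lysis so surviving cells raise fluorescence; higher fluorescence means more inhibition of phage lysis; actives were called in the ten point dose series up to 300 µM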
WT yeast gro inh: growth inhibition of WT yeast, mitochondrial fusion screen; mitochondrial fusion phenotypic screen, WT strain; inhibition, % at 10 µM; actives 2.1% (n = 190,000); in the data active = inhibition above about 58%; tested in S. cerevisiae
WT yeast gro inh mutant strain: second read-out of WT yeast gro inh, no call of its own (marks repeat the call); inhibition, %; mitochondrial fusion phenotypic screen, mutant strain inhibition
Dengue-2 NS5 capping pilot replicate: further read-out of Dengue-2 NS5 capping, marked with its call; inhibition, %; measured here: pilot screen replicate inhibition
* = called active by the depositor; i = inactive; x = not tested or not shown; [ ] = dose if it differs, or a comment.

SMILES	Yfh1-depleted yeast	Large T inhibition	RSV antiviral HEp-2	XIAP displacement	CSM14.1 death rescue	West Nile virus CPE	Dengue-2 NS5 capping	K1F lysis inhibition	WT yeast gro inh	WT yeast gro inh mutant strain	others
CC1CCN(S(=O)(=O)c2ccc3ncn(CC(=O)N4CCN(C)CC4)c(=O)c3c2)CC1	i	8%	1.8%	-6.7%	-1.5%	0.5%	-15%	-0.4%	-13	3
COC(=O)c1cc(C(=O)NCCC(C)C)cc([N+](=O)[O-])c1	i	7%	1.8%	-2.1%	-1.4%	0.4%	-3%	-0.2%	-10	1
Cc1ccc2cc(C)c3nnc(SCC(=O)c4cccs4)n3c2c1C	i	8%	5.0%	-6.9%	0.0%	-0.7%	2%	-4.6%	9	-10
O=C(Nc1cccc(S(=O)(=O)N2CCOCC2)c1)C1CCCN(C(=O)c2ccc(Cl)cc2)C1 (stereo unspecified)	i	15%	9.5%	x	x	-0.3%	-5%	0.2%	x	x
COCc1cc(/C=N\NC(=O)c2ccc(Cl)cc2)ccc1OC	i	29%	3.1%	-23%	-0.3%	-0.4%	-4%	2.2%[50 µM]	-3	12
O=C(C1CCCN(S(=O)(=O)c2cccc3nonc23)C1)N1CCN(c2ccccc2Cl)CC1 (stereo unspecified)	i	11%	6.1%	-0.1%	-0.1%	-0.9%	-7%	0.4%[50 µM]	8	-21
CC(=O)c1c(C)[nH]c(C(=O)Nc2ccccc2N2CCOCC2)c1C	i	9%	3.2%	-7.8%	-0.8%	0.0%	-1%	-0.4%	5	11
O=S(=O)(/C=C/c1ccccc1)N1CCN(c2nc(-c3ccccc3)nc3ccccc23)CC1	i	5%	4.4%	-6.4%	0.4%	-1.3%	-2%	0.1%	-11	9
CCOC(=O)CNC(=O)CSc1nnc(-c2ccc(OC)cc2)n1CC	i	10%	0.8%	-8.9%	-1.1%	0.2%	2%	2.0%	-15	8
CCN(CC)CCCNC(=O)c1ccccc1NC(=O)C1=CSCCO1	x	3%	-0.9%	x	x	-0.2%	8%	0.1%	x	x
Cc1cccc(-c2c3c(=O)n(C)c(=O)n(C)c3cn2-c2ccc(O)cc2)c1	i	x	3.1%	x	x	0.9%	-5%	0.0%	x	x
O=C(CC1C(=O)NCCN1Cc1c(F)cccc1Cl)NCCCN1CCCC1=O (stereo unspecified)	x	14%	1.8%	x	x	-0.2%	-6%	0.1%	x	x
Cc1nnc(NC(=O)c2ccc(-c3ccc(Cl)cc3)o2)s1	x	10%	-0.1%	x	x	x	0%	0.4%[50 µM]	x	x
CC1CCN(C(=O)CN(c2ccc(Cl)c(C(F)(F)F)c2)S(C)(=O)=O)CC1	i	4%	0.0%	-5.8%	0.0%	0.1%	4%	0.1%	-2	-13
COc1ccc(CONc2ncnc3nonc23)cc1[N+](=O)[O-]	i	24%	-0.4%	-11%	-1.8%	0.7%	-11%	-0.7%	11	0
Cc1nc2nc[nH]n2c(=O)c1CC(=O)O	i	0%	1.2%	-7.0%	-1.1%	-0.2%	-3%	0.8%	-28	2
N#C/C(=C\c1cccnc1)C(=O)Nc1cccc(Cl)c1	i	15%	3.3%	-15%	-1.9%	-0.1%	-29%	0.4%	-8	3
N#Cc1c(N)nc2c(c1-c1cccs1)CCCC2	i	-3%	4.3%	-3.5%	4.8%	-0.4%	-1%	0.2%	-17	-4
COc1ccc(OCCN2CCN(C(=O)c3ccc(OC)c(OC)c3)CC2)cc1	x	11%	5.3%	x	x	-1.1%	-2%	0.0%	x	x
Cc1c(C(=O)O)oc2ccc(S(=O)(=O)NCc3ccc4c(c3)OCO4)cc12	x	5%	1.8%	-2.5%	1.8%	x	8%	-2.1%	2	-5
COc1cc(/C=C/C(=O)O)cc(S(=O)(=O)Nc2ccccc2Cl)c1OC	i	13%	0.6%	-1.0%	6.2%	0.3%	3%	0.9%	-9	-9
COc1cccc(SCC2CSc3nc4ccccc4c(=O)n32)c1 (stereo unspecified)	i	0%	7.1%	-4.3%	-1.5%	-0.8%	10%	-0.4%	3	4
CCOC(=O)c1ccccc1NC(=O)COC(=O)c1c(CC)noc1C	x	9%	0.9%	x	x	x	-1%	0.3%[50 µM]	x	x
Cc1ccc(NC(=O)CN2C(=O)N/C(=C/c3cc(C)n(-c4cccc(C(=O)O)c4)c3C)C2=O)cc1	i	58%	x	-4.6%	0.1%	0.3%	15%	-1.2%	12	-32
Cc1ccc(S(=O)(=O)N2CCCCC2C(=O)NCc2ccco2)cc1 (stereo unspecified)	i	19%	2.6%	-7.1%	0.7%	-1.0%	-2%	-1.2%	0	16
CSc1ccc(CN(C)CC(=O)NCCc2ccccc2)cc1	x	13%	3.2%	x	x	0.0%	-13%	0.3%	x	x
CCCS(=O)(=O)N1CCN(Cc2ccccc2C(F)(F)F)CC1	i	x	0.1%	-1.1%	3.6%	-0.4%	1%	-0.2%	8	-22
O=C(Nc1cccc([N+](=O)[O-])c1)c1cc(S(=O)(=O)N2CCOCC2)cs1	x	30%	11%	x	x	-0.4%	-9%	-0.1%	x	x
Cc1c(C)n(Cc2ccc(F)cc2)c2ccc(C(=O)NCCN3CCOCC3)cc12	x	7%	2.1%	x	x	-0.6%	-3%	-0.2%	x	x
COc1ccccc1C(=O)NCCc1c(C)[nH]c2c(C)ccc(F)c12	i	1%	3.6%	-5.8%	0.0%	-1.0%	-1%	0.0%	2	7
Nc1c(Cl)ncnc1NCc1cccnc1	x	24%	1.2%	x	x	-0.8%	-2%	0.0%	x	x
Fc1cccc2sc(Nc3nc4c(F)cccc4s3)nc12	i	5%	2.2%	-3.8%	-2.1%	-1.2%	-7%	-1.4%	21	-19
COc1cc(-c2nc3n(c(=O)c2C#N)CCS3)cc(OC)c1OC	x	32%	1.7%	x	x	0.0%	0%	0.0%	x	x	Dengue-2 NS5 capping pilot replicate=-2.1
O=C(CC1CCCCC1)NCc1ccco1	i	0%	1.5%	-3.9%	2.0%	0.0%	8%	0.1%	-5	4
Cn1c(=O)c2[nH]c(N=Nc3ccc(N)cc3N)nc2n(C)c1=O	i	14%	3.9%	x	x	0.4%	2%	-0.5%	x	x
CS(=O)(=O)NNC(=O)C1Cc2c(ccc3ccccc23)O1 (stereo unspecified)	x	1%	1.1%	x	x	-0.8%	-7%	0.3%	x	x
CCOC(=O)CNC(=O)C(CC(C)C)NC(=O)C1CCCCC1 (stereo unspecified)	i	5%	0.9%	-4.1%	-2.6%	-0.8%	0%	1.6%	-9	4
O=C(OCC(=O)c1c[nH]c2ccccc12)c1cccc(O)c1	i	10%	3.8%	-11%	-5.1%	-0.1%	-6%	0.1%	-7	-18
Cc1cc(C)n2nc(C(=O)OCC(=O)Nc3ccc4c(c3)OC(F)(F)O4)nc2n1	i	3%	0.8%	-7.8%	3.6%	0.1%	-3%	7.0%	-2	-5
O=C(COC(=O)c1cccc(-n2cnnn2)c1)c1ccc(Br)cc1	x	4%	-0.3%	x	x	x	-4%	-0.2%[50 µM]	x	x

Nothing new here: an excerpt of the list.
SMILES	Yfh1-depleted yeast	Large T inhibition	RSV antiviral HEp-2	XIAP displacement	CSM14.1 death rescue	West Nile virus CPE	Dengue-2 NS5 capping	K1F lysis inhibition	WT yeast gro inh	WT yeast gro inh mutant strain	others
Nc1c(Cl)ncnc1NCc1cccnc1	x	24%	1.2%	x	x	-0.8%	-2%	0.0%	x	x
Fc1cccc2sc(Nc3nc4c(F)cccc4s3)nc12	i	5%	2.2%	-3.8%	-2.1%	-1.2%	-7%	-1.4%	21	-19
COc1cc(-c2nc3n(c(=O)c2C#N)CCS3)cc(OC)c1OC	x	32%	1.7%	x	x	0.0%	0%	0.0%	x	x	Dengue-2 NS5 capping pilot replicate=-2.1

Next section:
SMILES	Yfh1-depleted yeast	Large T inhibition	RSV antiviral HEp-2	XIAP displacement	CSM14.1 death rescue	West Nile virus CPE	Dengue-2 NS5 capping	K1F lysis inhibition	WT yeast gro inh	WT yeast gro inh mutant strain	others
COc1ccc(C(=O)NCCn2ccc3ccccc32)c(OC)c1	i	11%	9.4%	-3.6%	-0.5%	-0.5%	3%	4.1%	0	-3
COc1ccccc1NC(=O)C1CCN(S(=O)(=O)c2ccc3c(c2)CC(C)N3C(C)=O)CC1 (stereo unspecified)	x	-1%	5.0%	x	x	0.1%	-15%	0.1%	x	x
CC(C)c1nnc(NC(=O)CC23CC4CC(CC(C4)C2)C3)s1	x	14%	0.5%	x	x	0.4%	1%	0.2%	x	x
O=Cc1cccc(OC(=O)/C=C/c2ccco2)c1	x	37%	-0.2%	x	x	-0.3%	4%	0.0%	x	x	Dengue-2 NS5 capping pilot replicate=-1.5
O=C(CSc1nnc(-c2ccc(O)cc2)o1)Nc1ccccc1Br	x	8%	1.0%	x	x	-0.4%	-4%	-1.6%	x	x
O=C1c2ccccc2C(=O)c2c1cccc2N1CCN(Cc2ccccc2)CC1	i	6%	10%	-18%	-1.8%	-0.1%	-6%	-0.2%	5	7

Of the compounds above, 3 have a nitro group on carbon:
SMILES	Yfh1-depleted yeast	Large T inhibition	RSV antiviral HEp-2	XIAP displacement	CSM14.1 death rescue	West Nile virus CPE	Dengue-2 NS5 capping	K1F lysis inhibition	WT yeast gro inh	WT yeast gro inh mutant strain	others
COC(=O)c1cc(C(=O)NCCC(C)C)cc([N+](=O)[O-])c1	i	7%	1.8%	-2.1%	-1.4%	0.4%	-3%	-0.2%	-10	1
COc1ccc(CONc2ncnc3nonc23)cc1[N+](=O)[O-]	i	24%	-0.4%	-11%	-1.8%	0.7%	-11%	-0.7%	11	0
O=C(Nc1cccc([N+](=O)[O-])c1)c1cc(S(=O)(=O)N2CCOCC2)cs1	x	30%	11%	x	x	-0.4%	-9%	-0.1%	x	x
